TAG inh: reduces triacylglycerol accumulation in H9c2 cells; Nile Red lipid (TAG) fluorescence; cells loaded with 200 µM oleic acid; inhibition, % at 12.5 µM; hit rate 0.66% among 230,000; AID 651582;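 active = pattern-corrected inhibition of lipid staining of at least 50% with the nuclear-stain viability signal not falling by more than 50%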;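 note: 0% = DMSO wells and 100% = triacsin C control wells; some results filed as inactive read as strong as hits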
TAG inh DAPI viability: recorded beside TAG inh, whose call it bears; DAPI nuclei signal change (viability), lower = more cytotoxic, %;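 whole-well DAPI fluorescence read on a plate reader as a viability signal; minus 50 percent equals half of cells still viable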
Starred values were filed as active, the others as inactive; i = inactive.

Results follow in this order: TAG inh, TAG inh DAPI viability
Cc1ccc(C(=O)CNc2cccc([N+](=O)[O-])c2)cc1
  9.7, -0.6
CC(C)CN(C(=O)COC(=O)CCCc1nc2ccccc2s1)c1c(N)n(Cc2ccccc2)c(=O)[nH]c1=O
  4.4, 0.4
C#CCOCCOCCOCCNc1nc(N2CCN(C(=O)CCCCCCCCCCNC(=O)Cn3cc(CCCCCN)nn3)CC2)nc(N2CCN(C(=O)CCCCCCCCCCNC(=O)[C@@H](CCC(=O)O)n3cc(CCCCCN)nn3)CC2)n1
  0.4, 5.0
Cc1sc(NC(=O)C2CCCCC2)c(C#N)c1-c1ccccc1
  29.9, -12.0
C=CCCCCCCCCc1nc(SCC(C)=O)n[nH]1
  -17.2, 7.9
O=[N+]([O-])c1ccccc1S(=O)(=O)N1CCN(Cc2cc3c(cc2O)OCO3)CC1
  -9.4, -1.7
NC(=O)c1ccc(NC(=O)COc2ccc([N+](=O)[O-])cc2Cl)cc1
  -9.6, 0.3
O=C(Nc1ccccc1)C1CCN(S(=O)(=O)c2ccc3c(c2)OCCO3)CC1
  19.9, 2.8
COc1ccccc1C(=O)Nc1nnc(-c2ccc(Cl)cc2)o1
  -1.9, -6.5
O=C(N/N=C/c1ccc([N+](=O)[O-])o1)c1cccc(S(=O)(=O)N2CCOCC2)c1
  -2.3, 1.1

Next part, starting with the last 2 of the part before.
Results follow in this order: TAG inh, TAG inh DAPI viability
COc1ccccc1C(=O)Nc1nnc(-c2ccc(Cl)cc2)o1
  -1.9, -6.5
O=C(N/N=C/c1ccc([N+](=O)[O-])o1)c1cccc(S(=O)(=O)N2CCOCC2)c1
  -2.3, 1.1
Cc1ccccc1CSc1nnc(-c2ccccn2)n1C
  -1.3, -9.3
COc1cc(C#Cc2c(-c3cncn3C)n(C)c3ccc(-c4ccc5cc[nH]c5c4)cc23)cc(OC)c1
  81.5*, 63.3*
CCN(CC(=O)Nc1ccc(C(=O)OC)cc1)Cc1ccccc1
  -20.1, 10.5
CCCCNC(=S)Nc1ccc2[nH]c(=O)[nH]c2c1
  1.3, 6.1
O=C(c1cn(-c2ccccc2)nc1-c1ccccc1)N1CCN(c2ccccn2)CC1
  -5.2, 0.1
C=CCOC(=O)C(C#N)c1nc2ccccc2nc1N1CCC(C(=O)OCC)CC1 (centres undefined)
  30.9, -3.9
O=C1NC[C@H](c2ccccc2)N(CCc2cccc3ccccc23)C1=O
  15.4, -8.8
COC(=O)c1ccc(NC(=O)CN(c2ccc(C)cc2)S(=O)(=O)c2c(C)n[nH]c2C)cc1
  5.9, -3.6
Cn1c(=O)[nH]c(=O)c2c1nc(N1CCCC1)n2CC(O)COc1ccccc1 (centres undefined)
  2.9, 8.0
CCCc1cc(=O)[nH]c2nnc(SCC(=O)Nc3ccc(NC(C)=O)cc3)n12
  -11.3, 2.0

Structures from the list above containing a nitro group on carbon, in the order listed:
Results follow in this order: TAG inh, TAG inh DAPI viability
Cc1ccc(C(=O)CNc2cccc([N+](=O)[O-])c2)cc1
  9.7, -0.6
O=[N+]([O-])c1ccccc1S(=O)(=O)N1CCN(Cc2cc3c(cc2O)OCO3)CC1
  -9.4, -1.7
NC(=O)c1ccc(NC(=O)COc2ccc([N+](=O)[O-])cc2Cl)cc1
  -9.6, 0.3
O=C(N/N=C/c1ccc([N+](=O)[O-])o1)c1cccc(S(=O)(=O)N2CCOCC2)c1
  -2.3, 1.1

Following part.
Results follow in this order: TAG inh, TAG inh DAPI viability
CC(C)C[C@@H](CO)N1CCN(Cc2ccccc2)CCC1=O
  8.2, -0.2
CCOc1ccccc1NC(=S)N1CCCc2ccccc21
  4.8, 4.1
Cc1c(NC(=O)C(C)OC(=O)COc2ccc(C#N)cc2)c(=O)n(-c2ccccc2)n1C (centres undefined)
  -3.2, 4.0
O=C(COC(=O)c1ccc(O)cc1)Nc1nccs1
  3.1, -13.8
Cc1cc(C)cc(NC(=S)NCc2cccnc2)c1
  -3.5, 2.9
Cc1cc(N)cc(C)c1-c1c(Br)cc(N)cc1Br
  6.1, -8.8
CC(=O)Nc1ccc(C(=O)COC(=O)C2CC2)c(F)c1
  -0.5, -0.3
CCN1C(=NCCOC)N[C@@H](c2ccccc2)[C@H](C(=O)OC)[C@H]1C
  -1.4, -7.8
CCC(C)N(NC(C)=O)c1nc(Cl)nc(NC(C)C)n1 (centres undefined)
  -23.0, -6.9
CN=C(NC)SC1CC(=O)N(c2ccccc2)C1=O (centres undefined)
  5.2, -11.0
CCN(C(=O)CSc1nnc(Nc2ccc(OC)cc2)s1)C1CCS(=O)(=O)C1 (centres undefined)
  -2.4, 0.8
O=C(Cc1ccc(Cl)c(Cl)c1)Nc1ccc2[nH]c(=O)[nH]c2c1
  11.1, -10.5
CSc1ncccc1C(=O)Nc1cccc(S(=O)(=O)N2CCCC2)c1
  -0.8, 0.2
Nc1ccc(-c2cc(-c3cccc(N)c3)nc(-c3ccccc3)n2)cc1
  11.4, i
COc1ccc(-c2cc(C(=O)N(C)Cc3nc4ccccc4c(=O)[nH]3)c3ccccc3n2)cc1OC
  19.1, 3.6
S=C(NCCCN1CCOCC1)NC1CC1
  -6.6, -1.1
CC1(C)CC(=O)c2cc(NC(=O)c3ccc(F)cc3)c(=O)oc2C1
  -8.3, -3.2
O=C(COC(=O)c1cnccn1)Nc1ncc(C(F)(F)F)cc1Cl
  -23.1, -7.7
CC1(C)Cc2c(sc3nc4n(c(=N)c23)CCCCC4)CO1
  -2.7, -2.1
Cc1ccc(CNC(=O)c2ccc(-n3cccc3)cc2)cc1
  -17.7, 14.4
Cc1ccc2c3c1C1(C(=O)N3C(C)(C)CC2C)C(C#N)=C(N)Oc2cc(O)ccc21 (centres undefined)
  -34.9, 5.5
Cn1ncn2c(=O)c3c(nc12)-c1ccccc1CC31CCCC1
  1.6, 5.7
Cc1ccc(C(=O)Nc2ccccc2C(=O)Nc2ccccn2)cc1Cl
  10.3, 3.9
C/C=C(/C)C(=O)Nc1cccc(C2=NOC3(C2)C[C@H](C(N)=O)N(C(=O)c2ccccc2)C3)c1 (some centres undefined)
  17.4, -7.2
CC(=O)NS(=O)(=O)c1ccc(NC(=O)c2ccc(NC(=O)c3cccs3)cc2)cc1
  -3.9, 12.0
CC(C)NC(=O)NC(=O)CSc1nnc(C(F)(F)F)n1C
  14.7, -3.5
Cc1cccc(C(=O)NC2CCN(CC(=O)Nc3ccc4c(c3)OCO4)CC2)c1
  -1.8, -1.7
O=C(Cc1cccc(NC(=O)C2CCCN(C(=O)CCc3ccccc3)C2)c1)Nc1cccc(C(=O)N2CCOCC2)c1 (centres undefined)
  30.6, -7.7
CCOC(=O)CSc1nnc(CSc2nc3sc4c(c3c(=O)[nH]2)CCC4)n1C
  0.3, -2.6
O=C(Nc1nccs1)c1cc(S(=O)(=O)N2CCCCC2)ccc1Cl
  -14.6, 6.2
Cc1noc(C)c1CSc1ncnc2sc3c(c12)CCCCC3
  4.1, -2.2
CC(=O)c1cccc(-c2cnc3c(NC=O)cc(-c4ccccc4Oc4ccccc4)cn23)c1
  4.1, 1.5
CN(c1cccc(NS(=O)(=O)c2cccc([N+](=O)[O-])c2)c1)S(C)(=O)=O
  9.7, -2.7
Cc1cc(Oc2ccccc2)nc(SCC(N)=O)n1
  1.8, -10.3
Cc1cc(NC(=O)Nc2cccc([N+](=O)[O-])c2)no1
  -6.1, 0.9
COc1cccc(OCCNC(=O)c2cc([N+](=O)[O-])cc([N+](=O)[O-])c2)c1
  -7.6, 6.2
CCCC(=O)N1c2ccccc2C(=C2SC(C(=O)OC)=C(C(=O)OC)S2)C(=S)C1(C)C
  40.8, 4.2
COc1ccc(S(=O)(=O)Nc2cccc(S(=O)(=O)N3CCCCCC3)c2)cc1
  10.2, -4.3
CC(=O)Nc1nc2cccc([N+](=O)[O-])c2s1
  -5.3, -2.4
Cc1cc(C=O)c(C)n1-c1ccc2c(c1)OCO2
  3.9, -10.6

The listing continues.
SMILES | TAG inh | TAG inh DAPI viability
CCCOc1cc(C)nc(-c2ccccc2O)n1 | -13.0 | 8.1
CCOC(=O)c1sc(NC(=O)CSc2nnnn2-c2ccc(C)c(C)c2)nc1C | -0.4 | -1.1
COC(=O)CCC(=O)Nc1ccc(N=Nc2ccccc2)cc1 | -3.1 | -1.9
Clc1ncnc2c1oc1ccccc12 | 19.2 | 1.5
COCc1cc([C@@H]2C[C@H]3CN(c4ccccc4)C(=O)[C@]34CCCN24)ccc1OC | 2.2 | -7.0
Cc1cc(Cl)ccc1NC(=O)CCN1C(=O)C2CCCCC2C1=O (centres undefined) | -6.0 | 6.7
CCOCCCNC(=O)C1CCN(c2cc(C)nc3c(-c4ccc(OC)c(OC)c4)c(C)nn23)CC1 | 35.2 | -2.7
Cn1c(SCC(=O)c2ccc(F)cc2)nnc1-c1ccccc1N | -14.4 | 4.9
O=c1ccc(Oc2nc(N3CCOCC3)nc(N3CCOCC3)n2)n[nH]1 | 3.4 | 11.5
CCOc1ccc2[nH]c(S(=O)(=O)CC)nc2c1Cl | 6.2 | -1.2
CCOc1ccccc1N1CCN(C(=O)CCNS(=O)(=O)c2ccccc2F)CC1 | 10.1 | -7.1
Nc1ncnc2c1ncn2C1OC(COP(=O)(O)O)C(O)C1O (centres undefined) | -1.4 | 6.0
COC(=O)CCC(=O)OC1(C)C(=O)C=C2C=C3CCCN3C=C2C1=O (centres undefined) | 8.4 | -5.9
O=C(COC(=O)CNC(=O)c1ccc(F)cc1)Nc1cccc(S(=O)(=O)N2CCCC2)c1 | -10.6 | 6.4
CC(C)(C)c1ccc(S(=O)(=O)N2CCN(CC(O)COCC3CCCO3)CC2)cc1 (centres undefined) | -10.9 | 1.3
Cc1ccc2nc(SCC(=O)NCc3ccco3)nc(=O)n2c1 | 11.5 | 4.7
Nc1nc(SCCO)[nH]c(=O)c1NC(=O)c1ccc(Br)o1 | -8.9 | 1.3
CC1CC(c2ccccc2)n2nc(NC(=O)CCc3ccccc3)nc2N1 (centres undefined) | -6.1 | -0.4
COc1ccc(S(=O)(=O)N(C)C)cc1NC(=O)C1CCN(c2ncnc3sc(C)c(C)c23)CC1 | -5.6 | -5.4
CC(C)(C)c1ccc(C(=O)N2CCCN(c3ccc([N+](=O)[O-])cn3)CC2)cc1 | -9.4 | -0.3
CC(C)CC(=O)NC(=S)Nc1nc(-c2cccc3ccccc23)cs1 | 46.3 | -39.7
NC(=O)c1ccc(NS(=O)(=O)c2ccc(Br)s2)cc1 | 16.9 | 3.2
Cc1ccc(C(=O)COC(=O)c2n[nH]c(=O)c3ccccc23)cc1 | -2.8 | 2.3
CCC(C)(C)NC(=O)C(c1ccncc1)N(C(=O)c1sc(C)nc1C)c1ccc(F)cc1 (centres undefined) | -7.0 | -6.9
NC(=O)CSc1nc2ccccc2nc1SCC(N)=O | -2.8 | -3.3
Cc1ccnc(N/C=C(/NC(=O)c2ccccc2)C(=O)N/N=C\c2ccc(Cl)cc2)n1 | -4.1 | -3.3
CCCOc1ccc(N2C(=O)CC(N3CCN(CCN=CC4C(=O)CC(C)(C)CC4=O)CC3)C2=O)cc1 (centres undefined) | 5.2 | -17.2
CS(=O)(=O)N(CC(=O)N/N=C/c1cccs1)c1cccc(Cl)c1Cl | 6.7 | 3.4
CCSc1c(-c2ccccc2)nc2c(C)cccc2c1C(=O)O | -19.5 | -7.7
CCOc1ccc(-c2nnc(SCC(=O)N3CCOCC3)o2)cc1 | -20.1 | 3.0
O=C(O)CSc1nc2ccc(Br)cc2[nH]1 | 9.6 | 0.6
C/C(=N\NC(=O)C1CC1)c1ccc(C)c(C)c1 | 12.2 | -6.0
COc1ccc(Br)cc1CNC(=O)C1CCC(=O)N1C(C)C (centres undefined) | -15.2 | -5.0
CCN(CC)C(=O)C(=O)c1cn(CC(=O)NCC2CCCO2)c2ccccc12 (centres undefined) | 2.2 | -4.3
CCOc1ccc(S(=O)(=O)Nc2cccc(C(=O)NCCCN3CCCC3=O)c2)cc1 | -13.3 | 3.6
CCN(CC(=O)Nc1ccccc1C(F)(F)F)C(=O)CCSc1ccc(F)cc1 | 21.0 | 1.7
C[C@H](CO)N1C[C@H](C)[C@@H](CN(C)S(=O)(=O)c2ccccc2)Oc2ccc(NC(=O)Nc3ccc(C(F)(F)F)cc3)cc2C1=O | 27.6 | 3.9
COCCCN1C(=O)c2ccc(C(=O)OCC(=O)N3CCN(c4ccccc4)CC3)cc2C1=O | -8.3 | -1.9
O=C(Cn1nnc(N2CCCCC2)n1)c1ccc(Cl)c(Cl)c1 | 1.8 | 1.2
COc1ccc(OC)c(NC(=O)COC(=O)c2cc3c(s2)CCC3)c1 | -22.3 | 2.1
CCN(CC)S(=O)(=O)c1cc(C(=O)NC2=NCCS2)ccc1Cl | -10.4 | -1.7
Nc1nnc(SCC(=O)NNC(=O)c2ccccc2F)s1 | -9.4 | 2.4
N/C(=N\OC(=O)c1ccc(Cl)c(Cl)c1)c1cccnc1 | -11.7 | 0.6
CC1Cc2ccccc2N1C(=O)CSc1nnnn1C1CCCC1 (centres undefined) | 0.9 | -2.0
O=C(CCn1c(=O)[nH]c2ccsc2c1=O)Nc1ccc(F)c(F)c1 | -2.4 | 23.8
CCOC(=O)c1c(C)[nH]c(C2=NNC(=NC(C)COC)SC2)c1C (centres undefined) | -6.5 | -0.1
CCCc1ccc(C(O)c2ncc(-c3cccc(OC)c3)[nH]2)cc1 (centres undefined) | -26.2 | 7.5
O=C(CCn1c(=S)oc2ccccc21)Nc1ccc2c(c1)OCCO2 | 0.2 | 5.2
Cc1ccc(CNC(=O)C2CCCN2S(=O)(=O)c2ccc(F)cc2)cc1 (centres undefined) | -12.9 | -0.1
COc1cccc(CNC(=O)CN2C(=O)CC(c3ccccc3)=Nc3ccccc32)c1 | 6.4 | -10.1
Cc1ccc2nc(SCC(=O)Nc3ccc(Br)cc3)nc(=O)n2c1 | -4.9 | -2.3

Source: PubChem

An excerpt (hit frequency here may not be typical).
